High-throughput results: PubChem BioAssay, Johns Hopkins Ion Channel Center
Kir21 inh: inhibitors of mouse Kir2.1 inward-rectifier potassium channel; Inward rectifier potassium channel 2 (Mus musculus), P35561; HEK293-Kir2.1, FluxOR thallium flux fluorescence; active compounds read low; B-score at 10 µM; hit rate 0.85% among 310,000; AID 1672, 2009;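 active = fluorescence ratio B-score at or below minus 3 SD of library scores, with starting-brightness B-score within 2 SD, cut at about -4.2 in these data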;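 note: channel flux triggered by added potassium and thallium sulfate stimulus; B-score of peak minus minimum fluorescence over baseline after thallium stimulus; more negative B-score means stronger Kir2.1 block with less thallium influx; some compounds called inactive have numbers as strong as hits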
Target sequence (P35561 whole entry, looked up): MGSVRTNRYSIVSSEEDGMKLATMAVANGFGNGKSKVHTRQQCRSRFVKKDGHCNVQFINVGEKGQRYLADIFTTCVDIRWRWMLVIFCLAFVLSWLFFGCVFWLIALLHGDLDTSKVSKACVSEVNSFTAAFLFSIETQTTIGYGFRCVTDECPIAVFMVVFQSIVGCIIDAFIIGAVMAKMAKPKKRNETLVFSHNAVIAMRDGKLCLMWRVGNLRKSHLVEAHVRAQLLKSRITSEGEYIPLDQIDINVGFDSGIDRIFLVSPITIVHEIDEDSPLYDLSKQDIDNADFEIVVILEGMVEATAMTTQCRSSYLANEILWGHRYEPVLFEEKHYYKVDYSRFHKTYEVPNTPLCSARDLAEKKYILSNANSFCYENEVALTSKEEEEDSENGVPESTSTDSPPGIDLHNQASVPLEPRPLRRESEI
CHT inh: inhibitors of human choline transporter CHT. hit rate 0.86% among 310,000. High affinity choline transporter 1 (Homo sapiens), Q9GZV3. CHT-expressing cells, membrane potential dye, choline response; active compounds read low. B-score at 10 µM;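 active = B-score over 3 SD under the library average, and starting fluorescence ratio not unusually high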;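 note: choline stimulus applied at its EC90 after an EC20 pre-addition; B-score computed on integrated fluorescence ratio after choline addition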
Target sequence (Q9GZV3 whole entry, looked up): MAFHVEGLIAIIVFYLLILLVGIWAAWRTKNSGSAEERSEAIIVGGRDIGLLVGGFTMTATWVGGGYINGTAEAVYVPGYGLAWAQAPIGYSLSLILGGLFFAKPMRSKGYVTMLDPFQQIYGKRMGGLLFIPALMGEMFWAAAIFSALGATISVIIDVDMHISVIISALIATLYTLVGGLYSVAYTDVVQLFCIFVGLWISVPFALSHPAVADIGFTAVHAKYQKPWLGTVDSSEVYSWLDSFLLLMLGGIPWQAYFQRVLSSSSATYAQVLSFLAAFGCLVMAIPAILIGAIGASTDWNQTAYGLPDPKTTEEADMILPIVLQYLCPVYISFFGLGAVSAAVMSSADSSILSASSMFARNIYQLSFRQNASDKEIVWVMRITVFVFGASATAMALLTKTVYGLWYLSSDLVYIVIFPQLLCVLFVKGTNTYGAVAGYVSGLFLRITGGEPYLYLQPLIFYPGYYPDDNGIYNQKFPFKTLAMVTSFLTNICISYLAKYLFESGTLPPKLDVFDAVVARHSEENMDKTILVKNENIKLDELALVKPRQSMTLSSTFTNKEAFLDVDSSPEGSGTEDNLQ
* hit, by the source's call; i = inactive; · = no result given; & = joins results of further samples. An excerpt (hit frequency here may not be typical).

| Molecule | CHT inh | Kir21 inh |
| --- | --- | --- |
| CN1CC(C(=O)c2ccc(Cl)cc2)C(c2ccccc2)C1 (stereo unspecified) | i | -0.03 |
| CC1CCC(C(C)C)C(OC(=O)COC(=O)c2ccccc2N)C1 (stereo unspecified) | i | -0.85 |
| O=c1[nH]c(=O)n(-c2cccc3ccccc23)c(O)c1C=NCc1ccc2c(c1)OCO2 | i | -1.2 |
| Cc1cccc(-n2c(C)nc3ccc(Cl)cc3c2=O)c1 | i | 0.05 |
| CCOc1ccc(Br)c(C2(O)CC(C)N(C)CC2C)c1 (stereo unspecified) | i | -0.19 |
| CN1C(=O)CC(c2ccccc2)Nc2ccccc21 (stereo unspecified) | i | 0.67 |
| COc1ccccc1N1CCN(Cc2ccccc2Cl)CC1 | i | -1.9 |
| CCCCCCOc1ccc(CN2CCN(CCO)CC2)cc1 | i | -3.4 |
| c1ccc(CNCCc2c[nH]c3ccccc23)cc1 | i | -0.43 |
| COc1ccc2c(c1)[C@@]13CCC=C[C@H]1[C@@H](C2)NCC3 | i | · |
| COc1cc(CC2(CCc3ccncc3)C(=O)NC(=O)NC2=O)cc(OC)c1OC | i | 1.3 |
| COC(=O)CCCC(NC(=S)N1CC2C[C@@H](C1)Cn1c2cccc1=O)C(=O)OC (stereo partly specified) | i | 0.43 |
| COCCCNC(=O)c1c(NC(=O)c2ccco2)n(Cc2ccccc2)c2nc3ccccc3nc12 | i | 0.1 |
| CN1C(=O)COc2c(C(=O)NC3CN4CCC3CC4)cc(Cl)cc21 (stereo unspecified) | i | 0.01 |
| CNc1cc(N2CCNCC2)ccc1[N+](=O)[O-] | i | 0.51 |
| CCC(=NC1CCN(Cc2ccccc2)CC1)c1c(O)[nH]c(=O)[nH]c1=O | i | -0.78 |
| C[C@H]1CCC[C@H](O)CCCCCc2cc(O)cc(O)c2C(=O)O1 | i | -2 |
| O=c1c2ccccc2nc(/C=C/c2ccc(O)cc2)n1-c1cccc(O)c1 | i | 1.6 |
| Cc1cccc(-n2c(O)c(C=NCCN3CCNCC3)c(=O)[nH]c2=S)c1 | i | 0.99 |
| Nc1cncc(C(=O)O)c1 | i | 0.2&-1.6 |
| Cc1cc(OC(C)C(=O)NCC2CCC(C(=O)O)CC2)c2c3c(c(=O)oc2c1)CCC3 (stereo unspecified) | i | 0.67 |
| CCOP(=O)(Cc1ccc(C#N)o1)OCC | i | 0.93 |
| O=C(Cc1ccccc1)Oc1ccc([N+](=O)[O-])cc1 | i | -1.2 |
| CCC(=NCc1cccnc1)c1c(O)n(Cc2ccccc2)c(=O)[nH]c1=O | i | -1.8 |
| COc1ccccc1N1C(=O)NC(=O)/C(=C/c2ccc3c4c(cccc24)CC3)C1=O | i | -0.03 |
| O=c1[nH]c(O)c(N=Nc2cc([N+](=O)[O-])ccc2O)c(=O)[nH]1 | i | -0.15 |
| C[C@H](O)[C@H]1CC[C@H]2[C@@H]3CCC4=CC(=O)CC[C@]4(C)[C@H]3CC[C@]12C | i | 0.71 |
| CSc1nnc([C@@H](N)Cc2ccccc2)o1 | i | -0.31 |
| CC(=O)c1c(O)n(C2CCCCCC2)c(=O)[nH]c1=O | i | 0.58 |
| NC(=O)CN1CCCC1=O | i | 0.89 |
| COc1ccc(C(O)P(=O)(OC(C)C)OC(C)C)cc1 (stereo unspecified) | i | -0.08 |
| CC(C)=CCOc1c2occc2cc2ccc(=O)oc12 | i | 0.74 |
| O=C(Nc1cccc(OC(=O)N2CCCCC2)c1)N1CCCCC1 | i | -1.2 |
| CC(=O)c1c(C)n(Cc2ccccc2)c2ccc(O)cc12 | i | 1.7 |
| COCCCNC(=O)c1c(NC(=O)c2ccccc2)n(Cc2ccccc2)c2nc3ccccc3nc12 | i | 3 |
| c1ccc2sc(C3CCNCC3)nc2c1 | i | -0.56 |
| CC(Cc1ccccc1)NCC(=O)Nc1cc(N(C)C)nc2ccccc12 (stereo unspecified) | i | -2.4 |
| COC(=O)C1=C(c2cc3ccccc3o2)C[C@@H]2CC[C@H]1N2C(=O)NCCCOC(C)C | i | -1.1 |
| Cn1cccc1/C=C1\C(=O)NC(=O)N(CCC2=CCCCC2)C1=O | · | 0.95 |
| CN1CCN(c2ncnc3ccc(Br)cc23)CC1 | i | 0.13 |
| CCN(CC)CCCN=C(C)c1c(O)n(-c2ccccc2)c(=O)[nH]c1=O | i | 0.93 |
| COC(=O)C1=C(c2cc3ccccc3o2)C[C@@H]2CC[C@H]1N2C(=O)NCc1ccccc1 | i | 0.45 |
| COc1cc(CN2CCCC(C(=O)c3sccc3C)C2)cc(OC)c1O (stereo unspecified) | i | -0.03 |
| C=CCN1C[C@@H](C)N(C(c2ccc(C(=O)N(CC)CC)cc2)c2cccc(OC)c2)C[C@@H]1C (stereo partly specified) | i | · |
| CCN(CC)c1ccc(N=Cc2c(O)n(CCc3ccc(OC)c(OC)c3)c(=O)[nH]c2=O)cc1 | i | 0.09 |
| O=C(Cc1ccccc1)OCC(=O)N1CCN(S(=O)(=O)c2ccc(Cl)cc2)CC1 | i | -0.47 |
| Cc1cc(C(=O)CN2CCCC2)c(C)n1-c1ccc(F)cc1 | i | 1.4 |
| C[N+]12CCC(CC1)C(C(O)(c1ccccc1)c1cccs1)C2 (stereo unspecified) | i | -0.01 |
| CCN1CCC(O)(c2ccccc2)C(C(=O)c2ccccc2)C1 (stereo unspecified) | i | 0.06 |
| O=P1(Nc2ccc(F)cc2)COc2ccccc2OC1 | i | -1.2 |

Remaining list, next part
| Molecule | CHT inh | Kir21 inh |
| --- | --- | --- |
| CN1C(=O)C(c2ccc([N+](=O)[O-])cc2[N+](=O)[O-])C(=O)N(C)C1=O | i | -0.2 |
| N#CC(C#N)=Cc1ccc(O)c(O)c1 | i | · |
| N/C(=N\[N+](=O)[O-])N1CCN(C(=O)c2ccccc2)CC1 | i | -0.84 |
| Cc1ccc(S(=O)(=O)N2CCCCC2)cc1NC(=O)CN1CC=C(c2ccccc2)CC1 | i | -0.14 |
| CCCCN1C(=O)NC(=O)C2(Cc3c(nc4c(C)cccn4c3=O)N3CCc4ccccc4C32)C1=O (stereo unspecified) | i | -0.65 |
| CCn1c(O)c(C=Nc2ccc(N3CCOCC3)cc2)c(=O)n(CC)c1=S | i | -0.69 |
| COc1ccc(C2N(c3cc(C)on3)C(=O)C3CCCN32)cc1 (stereo unspecified) | i | -1.1 |
| CCOP(=O)(OCC)C(NC(=O)c1ccc(C)cc1)C(Cl)(Cl)Cl (stereo unspecified) | i | 1.4 |
| Cc1ccc(-n2c(O)c(C=NC3CCCCC3N)c(=O)[nH]c2=O)cc1C (stereo unspecified) | i | 0.97 |
| Fc1ccc(NC2=NCCS2)cc1Cl | i | -0.85 |
| O=C1NC(=O)N(Cc2ccco2)C(=O)/C1=C\c1cccn1CCOc1ccccc1 | i | -0.12 |
| CC1(C)CC(n2[nH]c(=O)c3c2NC(=O)CSC3c2ccccc2)CCO1 (stereo unspecified) | i | 0.88 |
| CC1=CC(=C2C(=O)NC(=S)NC2=O)C=C(C(F)(F)F)N1CCc1ccccc1 | i | 0.08 |
| CCC(=O)OC1(c2cccc(C)c2)CC(C)N(C)CC1C (stereo unspecified) | i | -1.9 |
| CCOC(=O)C(NC(=O)CC)(Nc1ccc(C(O)(C(=O)OCC)C(F)(F)F)cc1C)C(F)(F)F (stereo unspecified) | i | -0.41 |
| CCc1ccc(CNCCc2c[nH]c3ccccc23)cc1 | i | -15* |
| N#CCCn1cc(C(=O)NCc2ccccc2)c(-c2ccccc2)n1 | i | 0.01 |
| CN1CCN(c2ccc(N)cc2Cl)CC1 | i | 0.4 |
| O=C1C(c2ccccc2)=C(N2CC2)c2ccccc21 | i | -0.27 |
| Cn1cc(C(=O)NC2CC2)c2ccccc21 | i | -0.23 |
| CCCCn1c(O)c(C(CC)=Nc2ccc(C(=O)O)cc2)c(=O)[nH]c1=O | i | 0.73 |
| O=c1c2ccccc2nc(-c2ccccc2)n1-c1ccccc1O | i | -0.12 |
| C=CCNC(=O)c1c(N)n(CCN2CCOCC2)c2nc3ccccc3nc12 | i | 1.2 |
| CCCn1c(C(=O)c2ccccc2OC)nc2ccccc21 | i | -2.2 |
| CCC(CO)Nc1ccc([N+](=O)[O-])c2cccnc12 (stereo unspecified) | i | 1.6 |
| COc1ccc(-c2cc(=NCCCCCC(=O)O)c3cc(C)ccc3o2)cc1 | · | -0.06 |
| C1=C(c2c[nH]c3ccccc23)CCN(Cc2ccccc2)C1 | i | 0.01 |
| CC(=O)NC(=O)NC(C)Cc1ccccc1 (stereo unspecified) | i | -0.7 |
| CC(=O)O[C@@H]1/C=C/[C@](C)(O)C[C@@H](C)C/C=C/[C@H]2[C@H](O)[C@@](C)(O)[C@@H](C)[C@H]3[C@H](Cc4ccccc4)NC(=O)[C@@]312 | i | 0.61 |
| Cc1ccc(C(=O)Nc2ccc(Cl)cc2C(=O)c2ccccc2)cc1 | i | -0.04 |
| COc1ccc2c(c1)[C@]13CCCCC1C(C2)N(C)CC3 (stereo partly specified) | i | -0.18 |
| CC(=O)CC(=O)C1C(=O)N(C)C(=O)N(C)C1=O | i | -0.25 |
| Cc1ccc2c(CN3CC=C(c4ccccc4)CC3)cc(=O)oc2c1C | i | 2.3 |
| CCC1(C(=O)c2ccc(C)cc2)C2c3ccccc3OC(=O)C21C(=O)O (stereo unspecified) | i | 0.4 |
| CCC(CO)(C(=O)OC1C[N+]2(C)CCC1CC2)c1ccccc1 (stereo unspecified) | i | -1.3 |
| CCc1ccc(NC2=NCCCS2)cc1 | i | -1.2 |
| CC/C(=N\N1CCCCCC1)c1c(O)n(-c2ccccc2C)c(=O)[nH]c1=O | i | 1.6 |
| CC(=O)c1ccc(OC(NC(=O)Cc2ccccc2)C(Cl)(Cl)Cl)cc1 (stereo unspecified) | i | -1.2 |
| CCOc1cc(-c2nc3c(C)cccn3c2NCC2CCCO2)ccc1O (stereo unspecified) | i | 0.28 |
| CN(C)c1ccc(/C=C2\CC3C4CC=C5CC(O)CCC5(C)C4CCC3(C)C2=O)cc1 (stereo unspecified) | i | -2.2 |
| CC(C)CCn1c(N)c(C(=O)OCC2CCCO2)c2nc3ccccc3nc21 (stereo unspecified) | i | 0 |
| Cn1c(O)c(C=NCCCNC2CCCCC2)c(=O)n(C)c1=O | i | 0.44 |
| CC(CO)(CO)N=Cc1c(O)n(-c2cccc3ccccc23)c(=O)[nH]c1=O | i | -0.93 |
| CC(=O)OC1CC[C@]2(C#N)[C@H]3CC[C@]4(C)[C@H](C5C=CC(=O)O5)CCC4(O)C3CCC2(O)C1 (stereo partly specified) | i | 0.67 |
| O=C(O)C1C2CCC(O2)C1C(=O)NC1CCCCC1 (stereo unspecified) | i | 1.3 |
| COc1ccc(-n2cnc3cc(C(=O)N4CCC5(CC4)OCCO5)ccc32)cc1 | i | 1.3 |
| Clc1ccc(C(Cn2ccnc2)OCc2csc3c(Cl)cccc23)c(Cl)c1 (stereo unspecified) | i | · |
| O=C(c1cccn2c(=O)c3cc(Cl)ccc3nc12)N1CCC2(CC1)OCCO2 | i | 1.1 |
| CC1CN=C(Nc2ccc(N(C)C)cc2)S1 (stereo unspecified) | i | -1.4 |
| CN1CCN(c2nccc3c2ncn3C)CC1 | i | -0.32 |

Next part.
| Molecule | CHT inh | Kir21 inh |
| --- | --- | --- |
| CN1CCN(c2ccc(C=O)cc2)CC1 | i | 0.86 |
| Cc1cccc(OCC(=O)N2CCN(Cc3ccncc3)CC2)c1 | i | 0.35 |
| CCOP(=O)(OCC)C(CC)N1CCOCC1 (stereo unspecified) | i | 0.44 |
| CCCCc1ccc(NC2=NCCCS2)cc1 | i | -4.9* |
| COc1ccc(Cn2c(O)c(/C=N/NC(=O)c3ccccc3)c(=O)[nH]c2=O)cc1 | i | -0.48 |
| CCC1(CCc2ccncc2)C(=O)NC(=O)NC1=O | i | 0.18 |
| C[n+]1c(-c2ccccc2)cc(CCCCc2cc(-c3ccccc3)[n+](C)c(-c3ccccc3)c2)cc1-c1ccccc1 | i | -0.16 |
| CN(C(=O)c1ccco1)C1(c2ccccc2Cl)CCCCC1=O (stereo unspecified) | i | 0.83 |
| CN1CCCN(C(=O)COc2ccc(F)cc2Cl)CC1 | i | -0.08 |
| FC(F)(F)c1ccccc1CCN1CCNCC1 | i | 0.07 |
| CN(C)C1(c2nnnn2-c2ccc(Cl)cc2)CCCCC1 | i | 0.01 |
| Cc1ccccc1-n1c(O)c(/C=C2/C(c3ccccc3)=Nc3ccccc32)c(=O)[nH]c1=O | -5.2* | -1.8 |
| CC(=O)OC1N=C(c2ccccc2)c2cc(C)ccc2NC1=O (stereo unspecified) | i | -1.5 |
| COc1cccc(-n2c(=S)[nH]c3ccccc3c2=O)c1 | i | 0.23 |
| CCC(C)N1C(=O)/C(=C\c2cnc(N(C)C)nc2)C(=O)NC1=S (stereo unspecified) | i | -3 |
| COc1cc(C=C2C(=O)NC(=O)NC2=O)ccc1O | i | -0.61 |
| O=c1[nH]c(=S)n(C2CC2)c(O)c1C=NCc1ccc(F)cc1 | i | -0.53 |
| CCOP(=O)(OCC)C(NC(=O)c1ccccc1)C(Cl)(Cl)Cl (stereo unspecified) | i | 0.12 |
| COCCCn1c(N)c(C(=O)NCc2ccco2)c2nc3ccccc3nc21 | i | 0.37 |
| CCCC/C(=N/O)c1c(C)[nH]c2ccccc12 | i | 0.72 |
| CC[C@@]1(O)C(=O)OCc2c1cc1n(c2=O)Cc2cc3c(NC(=O)CN)cccc3nc2-1 | i | -1.1 |
